mHTT CaM bind: mHTT-calmodulin interaction abrogation. P42858. AlphaScreen His-mHTT/GST-CaM binding, luminescence. inhibition, % at 15 µM. 190,000 tested, 3.6% active. AID 1671202;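 further: 0% = both proteins with DMSO and 100% = one protein alone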
Target sequence (P42858 whole entry, looked up, stated change not applied): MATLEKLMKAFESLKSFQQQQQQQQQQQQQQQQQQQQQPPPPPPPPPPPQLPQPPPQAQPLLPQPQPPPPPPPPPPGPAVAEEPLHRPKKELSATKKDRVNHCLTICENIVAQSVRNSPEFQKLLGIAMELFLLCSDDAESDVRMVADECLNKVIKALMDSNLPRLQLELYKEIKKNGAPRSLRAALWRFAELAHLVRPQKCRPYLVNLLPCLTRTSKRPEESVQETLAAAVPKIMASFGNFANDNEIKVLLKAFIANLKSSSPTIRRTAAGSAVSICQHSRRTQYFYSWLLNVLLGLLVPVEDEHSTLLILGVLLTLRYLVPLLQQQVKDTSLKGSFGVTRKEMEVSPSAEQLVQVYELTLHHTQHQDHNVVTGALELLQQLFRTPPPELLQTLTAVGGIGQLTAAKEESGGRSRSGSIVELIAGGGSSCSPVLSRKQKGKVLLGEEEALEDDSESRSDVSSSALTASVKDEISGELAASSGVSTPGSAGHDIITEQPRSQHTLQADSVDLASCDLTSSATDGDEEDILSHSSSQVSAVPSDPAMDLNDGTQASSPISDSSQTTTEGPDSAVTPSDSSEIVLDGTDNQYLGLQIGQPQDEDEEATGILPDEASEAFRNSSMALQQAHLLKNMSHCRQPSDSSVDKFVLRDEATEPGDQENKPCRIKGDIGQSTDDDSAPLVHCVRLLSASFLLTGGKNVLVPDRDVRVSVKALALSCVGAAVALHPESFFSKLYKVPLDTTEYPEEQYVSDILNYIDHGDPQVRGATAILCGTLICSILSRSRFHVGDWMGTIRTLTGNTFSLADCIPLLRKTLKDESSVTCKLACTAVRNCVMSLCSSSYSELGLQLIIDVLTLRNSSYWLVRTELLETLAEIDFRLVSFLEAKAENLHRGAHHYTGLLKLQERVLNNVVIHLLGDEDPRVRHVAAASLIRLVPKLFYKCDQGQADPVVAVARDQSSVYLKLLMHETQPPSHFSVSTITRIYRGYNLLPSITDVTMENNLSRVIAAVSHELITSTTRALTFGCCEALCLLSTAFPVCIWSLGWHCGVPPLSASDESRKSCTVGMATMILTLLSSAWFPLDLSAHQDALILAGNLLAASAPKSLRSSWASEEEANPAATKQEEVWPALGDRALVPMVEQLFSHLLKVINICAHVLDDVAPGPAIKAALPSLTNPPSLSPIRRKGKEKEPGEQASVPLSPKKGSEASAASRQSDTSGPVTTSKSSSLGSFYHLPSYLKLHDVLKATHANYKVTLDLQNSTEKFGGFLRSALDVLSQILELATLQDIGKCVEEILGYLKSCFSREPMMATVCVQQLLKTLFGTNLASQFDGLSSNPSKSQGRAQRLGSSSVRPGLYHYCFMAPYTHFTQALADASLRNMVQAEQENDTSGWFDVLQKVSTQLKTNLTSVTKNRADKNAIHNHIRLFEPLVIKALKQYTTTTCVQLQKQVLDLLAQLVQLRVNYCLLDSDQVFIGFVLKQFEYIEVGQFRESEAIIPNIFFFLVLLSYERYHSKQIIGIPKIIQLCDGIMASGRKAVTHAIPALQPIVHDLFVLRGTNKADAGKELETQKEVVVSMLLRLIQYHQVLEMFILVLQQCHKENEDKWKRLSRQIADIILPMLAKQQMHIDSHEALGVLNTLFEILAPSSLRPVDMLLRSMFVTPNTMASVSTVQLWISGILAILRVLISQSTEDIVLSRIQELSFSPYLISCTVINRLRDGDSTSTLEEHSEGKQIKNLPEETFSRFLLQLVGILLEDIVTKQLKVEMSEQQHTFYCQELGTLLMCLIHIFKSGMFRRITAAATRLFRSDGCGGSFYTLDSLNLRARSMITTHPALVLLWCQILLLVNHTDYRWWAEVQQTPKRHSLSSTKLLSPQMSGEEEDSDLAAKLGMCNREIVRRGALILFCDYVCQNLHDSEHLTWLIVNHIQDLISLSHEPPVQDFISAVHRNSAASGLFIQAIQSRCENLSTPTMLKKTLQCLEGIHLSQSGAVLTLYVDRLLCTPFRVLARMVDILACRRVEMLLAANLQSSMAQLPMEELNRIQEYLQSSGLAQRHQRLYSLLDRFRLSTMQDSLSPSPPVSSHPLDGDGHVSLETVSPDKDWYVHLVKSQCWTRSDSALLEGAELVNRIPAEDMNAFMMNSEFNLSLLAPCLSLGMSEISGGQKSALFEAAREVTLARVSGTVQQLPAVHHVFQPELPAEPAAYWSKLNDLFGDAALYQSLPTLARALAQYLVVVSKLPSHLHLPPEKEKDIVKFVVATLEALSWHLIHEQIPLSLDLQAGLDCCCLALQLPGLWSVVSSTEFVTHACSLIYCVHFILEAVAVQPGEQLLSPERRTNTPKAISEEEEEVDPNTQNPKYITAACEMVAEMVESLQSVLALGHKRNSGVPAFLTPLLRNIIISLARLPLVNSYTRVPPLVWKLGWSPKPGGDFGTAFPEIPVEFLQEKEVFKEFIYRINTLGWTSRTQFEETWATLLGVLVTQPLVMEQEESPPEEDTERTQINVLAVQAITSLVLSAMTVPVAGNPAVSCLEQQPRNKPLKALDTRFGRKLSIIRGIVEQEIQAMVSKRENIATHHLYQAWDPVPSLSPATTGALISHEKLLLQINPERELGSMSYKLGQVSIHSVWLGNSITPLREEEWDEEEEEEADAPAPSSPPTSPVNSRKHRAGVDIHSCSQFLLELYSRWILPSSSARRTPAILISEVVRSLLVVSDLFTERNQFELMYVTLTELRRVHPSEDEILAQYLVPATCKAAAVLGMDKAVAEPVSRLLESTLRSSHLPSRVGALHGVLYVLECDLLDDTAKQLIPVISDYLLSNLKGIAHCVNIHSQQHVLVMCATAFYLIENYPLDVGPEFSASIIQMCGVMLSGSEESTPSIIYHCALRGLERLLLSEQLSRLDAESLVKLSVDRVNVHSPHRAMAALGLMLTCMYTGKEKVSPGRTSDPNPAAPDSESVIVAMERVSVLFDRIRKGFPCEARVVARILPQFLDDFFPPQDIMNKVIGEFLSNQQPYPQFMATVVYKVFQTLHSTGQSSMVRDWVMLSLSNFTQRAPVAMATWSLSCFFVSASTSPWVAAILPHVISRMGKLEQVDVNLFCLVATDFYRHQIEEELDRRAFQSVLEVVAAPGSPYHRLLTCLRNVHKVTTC
Pf apPOL block: Pf-apPOL DNA polymerase inhibition | Recombinant Pf-apPOL, molecular beacon fluorescence, 1.5 h | inhibition, % at 10 µM | 210,000 tested, 0.25% active
Starred values were filed as active, the others as inactive; . = no result given; & = joins results of further samples. No stated cut-off is given here; in the data, active means inhibition above about 50%; inactive means the rest.

SMILES	mHTT CaM bind	Pf apPOL block
COc1ccccc1-c1noc(C2CCCN2C(=O)Nc2cc(C)cc(C)c2)n1 (stereo not drawn)	13	2
CCC(=O)N1CCc2ccccc2C1C(=O)NCc1c(C)cc(C)cc1C (stereo not drawn)	-1	0
Cc1cc(NC(=O)CSc2nnc(-c3ccc(=O)n(C)c3)n2C)no1	-11	5
Cc1ccc(NCN2C(=O)c3ccccc3C2=O)c(Br)c1	-5	4
COc1ccc([N+](=O)[O-])cc1NC(=O)CCCS(=O)(=O)c1ccc(C)cc1	0	-7
O=C(c1ccc(S(=O)(=O)N2CCCCC2)cc1)N1CCN(c2ccccc2)CC1	100*	-21
CC(C)N1CCN(C(=O)c2cn3ccnc(-c4ccc(F)cc4)c3n2)CC1	-1	-6
CCC(=O)Nc1nc(-c2ccc(F)cc2)cs1	-6	-6
CCn1c(CCc2ccc(NS(=O)(=O)CC)cc2)nc2ccccc21	-4	-9
Cc1ccc(Cn2c(N3CCC(C(=O)NC4CC4)CC3)nc3ccsc3c2=O)cc1	-3	-2
CCNC(=O)c1cnn(C(C)(C)C)c1C(C)C	-3	0
CCOC(=O)C1C(=O)C=C(c2ccc(OC)c(OC)c2)CC1c1ccc(CC)cc1 (stereo not drawn)	0	-1
CCC(=O)Nc1nc(C)c(-c2csc(Nc3cccc(C(=O)O)c3)n2)s1	12	-3
Cc1nccn1CC(=O)N1CCCC2(C1)Nc1ccccc1NC2=NC1CCCC1 (stereo not drawn)	21	-10
CC1(O)CCN(Cc2cccc(F)c2)CC1N1CCCC1 (stereo not drawn)	-1	0
O=C(Nc1cccc(C(F)(F)F)c1)c1ccccc1[N+](=O)[O-]	5	1
CC1CCN(Cc2nc(-c3ccc(N4CCCC(C)C4)nc3)no2)CC1 (stereo not drawn)	0	-2
CN1c2cc(C(=O)N3CCN(c4ccccc4)CC3)ccc2C(=O)N2CCCCC21 (stereo not drawn)	1	-3
CC(=O)N(C)c1ccc(NC(=O)Cc2ccc(Br)cc2)cc1	4	-2
COc1cc2oc(=O)cc(-c3cccc(-c4ccc(C(C)=O)cc4)c3)c2c(OC)c1OC	-5	-3
C=CCNC(=O)Cc1c(C)oc2ccccc12	.	-6
Cn1cnc(S(=O)(=O)NCCN2CCNC2=O)c1	.	0
CCOC(=O)c1nn(C)c(C)c1Br	.	1
O=C(NC(=O)c1ccc(-c2cccs2)s1)Nc1cccnc1	.	12&1
CN(C)c1ccc(C=Nc2cc(Br)c3c(c2)OCCO3)cc1	8	-2
Cc1cc(C)c(-c2noc(C)n2)c(NC(=O)c2ccccc2F)n1	-3	-4
COc1ccc(-c2cc3ccc(OC(=O)C(C)C)cc3oc2=O)cc1OC	-16	0
CC(=O)N1CCc2sc(C(=O)N3CCN(c4ccc(Cl)cc4)CC3)cc2C1	38	-4
Cc1ccc(S(=O)(=O)N2CCC(CN3CCC(C)CC3)CC2)c(C)c1	-3	-2
COc1ccc(OC)c(C2C=C(c3ccc(I)cc3)Nc3nnnn32)c1 (stereo not drawn)	8	-5
Clc1ccc(CN2CCOCC2)cc1Cl	6	2
Cc1ccc(NC(=O)N2CCC(CCOc3cccnc3)CC2)cc1	-1	-2
Cc1cc(C)n(CC(=O)Nc2ccc3cn[nH]c3c2)n1	15	2
COc1ccc(C2=NN(CN3C(=O)C(=O)c4ccccc43)C(c3ccc(OC)cc3)C2)cc1 (stereo not drawn)	2	-6
O=C(Nc1ccc2c(c1)OCCO2)c1ccccc1SCc1ccc(F)cc1	5	-10
COc1cc(CN2CCN(c3ccc([N+](=O)[O-])cc3)CC2)cc(Br)c1O	30	-3
Nc1ccc(S(=O)(=O)N2CCOCC2)cc1	-4&-6	-9&1&-2
Cc1cnc(-c2ccc(Br)cc2)nc1	-12	-3
Cn1nc(COc2ccccc2)c2c1CCN(C(=O)NCC1CCCO1)C2 (stereo not drawn)	13	1
Cc1cccc(N2CC(C(=O)Nc3ccc(F)cc3)CC2=O)c1 (stereo not drawn)	-8	-8
CC(=O)c1csc(CS(=O)(=O)Cc2cccc(C(F)(F)F)c2)n1	.	-3
O=S(=O)(Nc1ccc(F)c(F)c1)c1c[nH]c2ncccc12	-4	-5
c1csc(-c2cn3ccc4ccccc4c3n2)c1	-34&-13	-58&-28
COCCCNC(=O)N1CCN(Cc2nc3cccnc3n2-c2cc(C)cc(C)c2)CC1	14	4
O=C(NCc1ccc(F)cc1)Nc1nnc2ccccn12	3	-3
Cc1cc(C)cc(NC(=O)Nc2ccc3c(c2)N(S(C)(=O)=O)CC3)c1	4	-4
CCCCN1C[C@H](C)[C@@H](CC(=O)NC)C1=O	-2	-2
COc1ccc2ncc(C#N)c(N3CCC(C(=O)N4CCCCC4)CC3)c2c1	-2	-4
CCCNC(=O)C1CCc2sc(C(=O)N(C)C)cc2C1 (stereo not drawn)	0	-6
O=C(NCc1ccc(Cl)cc1)N1c2ccccc2Sc2ccccc21	-3	8
Continuation:
SMILES	mHTT CaM bind	Pf apPOL block
Cc1cccc(NCCC(=O)c2cccc([N+](=O)[O-])c2)c1C	27	-9
O=C(O)CNC(c1ccccc1)c1cc(Br)ccc1NC(=O)c1ccccc1 (stereo not drawn)	-4	-3
COc1ccc(-c2nc(C(=O)N3CCCC3)cs2)c(Cl)c1	13	-15
COC(=O)CNC(=O)C1CN(C(=O)c2cccs2)CC12CCCCC2 (stereo not drawn)	1	-4
Cc1ccc2oc(=O)cc(CN3CCOCC3)c2c1	.	-4
CC(=O)c1cccc(NC(=O)C2C3C=CC(C3)C2C(=O)O)c1 (stereo not drawn)	-2	-4
CN(CCNC(=O)C1(S(=O)(=O)c2ccc(Cl)cc2)CC1)Cc1ccccc1	3	5
O=C(NC1CCCCCC1)c1ccc(-c2ccsc2)nc1	0	2
COc1ccc(CSc2nnc(COc3ccccc3)n2-c2ccccc2)cc1	-4	0
CC(=O)c1ccc(NS(=O)(=O)c2ccc(Oc3ccc([N+](=O)[O-])cc3)cc2)cc1	8	-4
CCOC(=O)N1CCC(NC(=O)C2CCN(c3cc(=O)n(C)c(=O)n3C)CC2)CC1	26	0
O=c1o[nH]c(-c2ccccc2)c1N=Nc1c(F)cccc1Cl	.	1&5
CC1(C)C(=O)OC2(c3ccc(F)cc3)C1OC(=O)C2(C)C (stereo not drawn)	-9	-2
O=C(C1CCCCC1)N1CCN(c2nc(CN3CCOCC3)cs2)CC1	0	-3
O=C(CC1CCN(C(=O)c2ccccc2Cl)CC1)NCCCN1CCCCC1	0	-9
CN1CCN(C(=O)c2csc(COc3cc(Cl)ccc3Cl)n2)CC1	-3	-7
Cc1nc2c(OCc3ccccc3)cccn2c1CC#N	.	-8
Cc1c(NC(=O)c2ccc(Br)o2)cccc1[N+](=O)[O-]	2	-8
COCCNC(=O)N1CCN(C2=Nc3ccccc3Oc3ccccc32)CC1	24	-8
CC(C)(C)n1nc2c(c1NC(=O)c1cccc(F)c1)CS(=O)C2 (stereo not drawn)	4	1
Cc1ccc2nc(/C(C#N)=C/c3cc(Cl)cc4c3OCOC4)[nH]c2c1	-7	-8
COc1ccc(Br)cc1-c1noc(C(F)(F)F)n1	-11	.
CN(C)C(=O)NC(c1ccccc1)c1cc([N+](=O)[O-])c2cccnc2c1O (stereo not drawn)	100*	-10
COc1ccc(CC(=O)N2CCCC(COc3cccc(C(=O)N4CCCC4)c3)C2)cc1 (stereo not drawn)	-10	-7
CCN1c2cc(C(=O)NCc3cc(OC)ccc3OC)ccc2C(=O)N2CCCCC21 (stereo not drawn)	8	-1
Cc1ccc(CC(=O)Nc2ccc3c(c2)CCC(=O)N3)cc1	1	-6
Cc1cc(C)c([N+](=O)[O-])cc1-c1ccc(C=C2C(=O)NC(=O)NC2=O)o1	25	-1
COc1ccc(C(O)=Cc2nc3ccccc3oc2=O)cc1	0	0
CC(C)C(=O)N1CCCC1c1cc(C(C)C)no1 (stereo not drawn)	-6	0
COc1ccc(C2CN(S(=O)(=O)c3cccc(C)c3)CCN2C)cc1 (stereo not drawn)	4	1
Cc1cc(C)c2nc(C)cc(C(=O)NC(C)C)c2c1	-3	-5
CC(C)(O)C#Cc1ccc(C#N)cc1	.	-1
C=CCn1c(C(O)c2ccccc2)nc2ccccc21 (stereo not drawn)	-6&5	-2&-2
CS(=O)(=O)N1CCCCC1C(=O)Nc1nnc(-c2ccco2)o1 (stereo not drawn)	49	-7
N#Cc1cnc2ccccc2c1N1CCC(C(=O)N2CCCCCC2)CC1	-3	-4
CC(=O)NC(CCS(C)(=O)=O)C(=O)Nc1ccc(F)cc1 (stereo not drawn)	0	-5
COc1ccc(S(=O)(=O)N2CCN(c3cccc(Cl)c3)CC2)cc1	-8	-16
CCOc1ccccc1NC(=O)N1CCC2(CC1)NC(=O)c1ccc(Cl)cc1N2CC	30	-3
CC(C)(C)c1ccc(C(=O)Nc2nnc(-c3cccnc3)o2)cc1	36	29
O=C1C(Nc2cccc(O)c2)=C(N2CCCCC2)C(=O)c2ccccc21	36	-4
COCCNC(=O)NCc1ccsc1	-18	-3
CCC(=O)Nc1cc(-c2cc3cc(OC)ccc3n2CC)[nH]n1	13	-2
Cn1cc(C(=O)NCCc2ccncc2)nn1	-20	-2
COc1ccccc1NC(=O)CSc1nc(O)cc(=O)n1-c1ccccc1C	4	-3
CC(=O)N1CCN(C(=O)c2cc3cn(C4CC4)cc3s2)CC1	8	1
COc1ccc(-c2cc(C(=O)NC(C)C)nn2C)c(F)c1	-13	-4
O=C(Nc1ccc([N+](=O)[O-])cc1)C1(c2ccccc2)CCCC1	-5	4
CS(=O)(=O)N(CC(=O)NC1CCCCC1)c1ccc(Cl)c(Cl)c1	-4	1
Cc1oc(C2CCN(C(=O)c3ccc(F)cc3F)CC2)nc1C(=O)N1CCOCC1	-2	-2
CC(C)(C)NCC(=O)Nc1c2c(nc3c1CCC3)CCC2	-3	7
Next part:
SMILES	mHTT CaM bind	Pf apPOL block
Fc1ccc(CN2CCN(c3ccccn3)CC2)c(F)c1	5	2
COc1ccc(NC(=O)C(=O)c2c(O)[nH]c3ccccc23)cc1Cl	1	-4
CC(=O)N1CCc2ccccc2C1C(=O)NCc1ccc(F)cc1 (stereo not drawn)	-3	-3
Cc1ccc(S(=O)(=O)N2CCC(c3nc4cccnc4n3C)C2)cc1 (stereo not drawn)	1	-3
COc1ccc(CCNC(=O)CCn2c(=O)sc3ccccc32)cc1OC	-19	-5
O=C1C(=Cc2ccco2)COCC1=Cc1ccco1	.	8
CCCn1cc2c3c(cccc31)CN(C(=O)Nc1cc(OC)ccc1OC)CC2	73*	-1
O=C(NNC(=S)Nc1cc(C(F)(F)F)cc(C(F)(F)F)c1)c1cccs1	.	-236
CC1(C)CC2(CC(C)(C)N1)OC(=O)N(C1CC1)C2(C)O (stereo not drawn)	-5	-6
O=S1(=O)C[C@H](N2CCN(CCO)CC2)[C@@H](COCc2ccccc2)N1	-3	-4
CC(C)(C)C(=O)C=C1Nc2ccccc2SC1(O)CC(=O)C(C)(C)C (stereo not drawn)	51*	.
N#C/C(=C\c1ccccc1F)c1nn(-c2ccccc2)c(N)c1C#N	18	-6
Cc1ccc(S(=O)(=O)N=C2Nc3ccccc3C2=C(C#N)C#N)cc1	12	-2
CSCCC(C)(O)CNC(=O)c1ccc2c(c1)OCO2 (stereo not drawn)	1	-2
COc1ccc(NC(=O)OCCN2CCCC23CCC(c2ccccc2)CC3)cc1 (stereo not drawn)	-13	-5
O=C(COc1ccc(Cl)cc1Cl)NC1CC(O)C(CO)C1 (stereo not drawn)	-10	-10
Cc1cc(O)c(CN2CCCC2)c2c1C(=O)C(=Cc1ccncc1)O2	2	-11
CCCc1cc2c(=O)c(-c3ccc4c(c3)OCCCO4)coc2cc1OCC(=O)OCC	-24	-1
Cc1c(NC(=O)CSc2nnnn2-c2ccc(Cl)cc2)c(=O)n(-c2ccccc2)n1C	6	0
O=C(Nc1ccc(Cl)cc1F)N1CC2CC(NS(=O)(=O)c3cccs3)C1C2 (stereo not drawn)	1	-7
COc1ccc(-c2sc(C(=O)O)cc2CC(=O)O)cc1	-5	0
O=c1[nH][nH]c(=O)c2c(N=Cc3cccc(O)c3)cccc12	-7	-1
COc1cc(-c2nnc(SCC(=O)c3ccc(Cl)cc3Cl)o2)cc(OC)c1OC	2	-5
Cc1ccccc1C(=O)N1CCCC2(C1)Nc1ccccc1NC2=NC(C)(C)C (stereo not drawn)	15	15
NS(=O)(=O)c1ccc(N2CCCCCC2)c([N+](=O)[O-])c1	11	-2
CC1CCN(C(=O)Cn2c(=O)n(-c3ccc(F)cc3)c3ncccc32)CC1	0	6

Structures from the list above that contain a Cl atom:
SMILES	mHTT CaM bind	Pf apPOL block
CC(=O)N1CCc2sc(C(=O)N3CCN(c4ccc(Cl)cc4)CC3)cc2C1	38	-4
Clc1ccc(CN2CCOCC2)cc1Cl	6	2
O=C(NCc1ccc(Cl)cc1)N1c2ccccc2Sc2ccccc21	-3	8
COc1ccc(-c2nc(C(=O)N3CCCC3)cs2)c(Cl)c1	13	-15
CN(CCNC(=O)C1(S(=O)(=O)c2ccc(Cl)cc2)CC1)Cc1ccccc1	3	5
O=c1o[nH]c(-c2ccccc2)c1N=Nc1c(F)cccc1Cl	.	1&5
O=C(CC1CCN(C(=O)c2ccccc2Cl)CC1)NCCCN1CCCCC1	0	-9
CN1CCN(C(=O)c2csc(COc3cc(Cl)ccc3Cl)n2)CC1	-3	-7
Cc1ccc2nc(/C(C#N)=C/c3cc(Cl)cc4c3OCOC4)[nH]c2c1	-7	-8
COc1ccc(S(=O)(=O)N2CCN(c3cccc(Cl)c3)CC2)cc1	-8	-16
CCOc1ccccc1NC(=O)N1CCC2(CC1)NC(=O)c1ccc(Cl)cc1N2CC	30	-3
CS(=O)(=O)N(CC(=O)NC1CCCCC1)c1ccc(Cl)c(Cl)c1	-4	1
COc1ccc(NC(=O)C(=O)c2c(O)[nH]c3ccccc23)cc1Cl	1	-4
O=C(COc1ccc(Cl)cc1Cl)NC1CC(O)C(CO)C1 (stereo not drawn)	-10	-10
Cc1c(NC(=O)CSc2nnnn2-c2ccc(Cl)cc2)c(=O)n(-c2ccccc2)n1C	6	0
O=C(Nc1ccc(Cl)cc1F)N1CC2CC(NS(=O)(=O)c3cccs3)C1C2 (stereo not drawn)	1	-7
COc1cc(-c2nnc(SCC(=O)c3ccc(Cl)cc3Cl)o2)cc(OC)c1OC	2	-5

Screens (PubChem)
